# High-throughput results: PubChem, several laboratories
# LMPTP block: LMPTP phosphatase inhibitors, primary screen, biochemical, fluorescence intensity, uHTS; Low molecular weight phosphotyrosine protein phosphatase (Homo sapiens), P24666; inhibition, % at 20 µM; hit rate 0.22% among 360,000; recombinant LMPTP-A, OMFP fluorogenic substrate; AID 651560, 2012;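 active = compounds that cut the enzyme signal by at least half of the control window in the single-dose screen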;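 note: plate controls were DMSO wells with enzyme plus substrate for no effect and substrate without enzyme for full effect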
# Target sequence (P24666 whole entry, looked up): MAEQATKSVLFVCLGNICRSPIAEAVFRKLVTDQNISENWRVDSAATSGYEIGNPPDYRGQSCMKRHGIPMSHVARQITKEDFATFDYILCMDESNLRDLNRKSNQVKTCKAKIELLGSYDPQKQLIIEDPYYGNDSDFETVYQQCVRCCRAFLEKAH
#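 Test system – LMPTP-A enzyme · Amount – LMPTP-A at 0.625 nM final in the reaction · Buffer or medium – Bis-Tris pH 6.0, DTT, detergent · Reagent – OMFP 400 µM · Doses – single 20 µM dose · Schedule – reaction 50 min, room temperature, dark · Detection – fluorescence intensity of OMFP turnover product · Evaluation – percent inhibition versus substrate-only and uninhibited controls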
# DNMT1 block: human DNMT1 methyltransferase inhibitors, primary screen, biochemical, molecular beacon, fluorescence, HinP1I cleavage, uHTS. DNA (cytosine-5)-methyltransferase 1 (Homo sapiens), P26358. inhibition (reported as % activation of signal), % at 10 µM. hit rate 0.83% among 360,000; in the data active = inhibition above about 50%
# MsrA act: bovine MsrA enzyme activators, primary screen, biochemical, absorbance, HTS | Methionine sulfoxide reductase A (Bos taurus) | hit rate 0.3% among 360,000 | purified bovine MsrA, absorbance read-out | activation, % at 10.6 µM; in the data active = activation above about 7.5%;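 note: 0% = vehicle and 100% = reference activator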
# E coli Lon inh: inhibitors of E. coli Lon protease, primary screen, biochemical, fluorescence polarization; P0A9M0; purified E. coli Lon protease; inhibition, % at 7.94 µM; hit rate 0.42% among 360,000; AID 602123, 2011; in the data active = inhibition above about 13%, passing the limit was not always enough;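 note: 0% = enzyme with probe and DMSO and 100% = no enzyme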
# Scp-1 inhibitor: Scp-1 phosphatase inhibitors, primary screen, biochemical, colorimetric, uHTS | Carboxy-terminal domain RNA polymerase II polypeptide A small phosphatase 1 (Homo … | Recombinant Scp1, phosphopeptide, malachite green phosphate absorbance | inhibition, % at 20 µM | hit rate 0.88% among 340,000;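 active = inhibition above about 50% at 20 µM, limit read from the data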;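 note: plate controls were DMSO wells with enzyme for no effect and wells lacking enzyme for full effect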
# Target sequence (Q9GZU7 76-261 limits assumed): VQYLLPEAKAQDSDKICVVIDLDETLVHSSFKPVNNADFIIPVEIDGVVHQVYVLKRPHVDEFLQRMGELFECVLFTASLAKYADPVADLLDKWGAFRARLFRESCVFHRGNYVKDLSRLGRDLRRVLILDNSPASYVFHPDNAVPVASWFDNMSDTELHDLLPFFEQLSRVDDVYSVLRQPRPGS
#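 System: SCP-1 catalytic domain; Reagent: Phospho 17-mer peptide substrate; Doses: one concentration, 20 µM, with 1.0% DMSO; Incubation: 45 min room-temperature reaction, 5 min colour, 30 min stabiliser; Signal: Phosphate-binding colour reagent, absorbance read at 630 nm.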
# STEP block: STEP phosphatase inhibitors, primary screen, biochemical, fluorescence intensity, uHTS; Tyrosine-protein phosphatase non-receptor type 5 (Homo sapiens), P54829; recombinant STEP, OMFP fluorogenic substrate; hit rate 0.25% among 360,000; inhibition, % at 20 µM; AID 588621, 2011;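 active = inhibition at 20 µM, scaled per plate between control wells, above about 37%, limit read from the data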;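 note: 0% = DMSO with enzyme and substrate and 100% = substrate only without enzyme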
# Target sequence (P54829 whole entry, looked up): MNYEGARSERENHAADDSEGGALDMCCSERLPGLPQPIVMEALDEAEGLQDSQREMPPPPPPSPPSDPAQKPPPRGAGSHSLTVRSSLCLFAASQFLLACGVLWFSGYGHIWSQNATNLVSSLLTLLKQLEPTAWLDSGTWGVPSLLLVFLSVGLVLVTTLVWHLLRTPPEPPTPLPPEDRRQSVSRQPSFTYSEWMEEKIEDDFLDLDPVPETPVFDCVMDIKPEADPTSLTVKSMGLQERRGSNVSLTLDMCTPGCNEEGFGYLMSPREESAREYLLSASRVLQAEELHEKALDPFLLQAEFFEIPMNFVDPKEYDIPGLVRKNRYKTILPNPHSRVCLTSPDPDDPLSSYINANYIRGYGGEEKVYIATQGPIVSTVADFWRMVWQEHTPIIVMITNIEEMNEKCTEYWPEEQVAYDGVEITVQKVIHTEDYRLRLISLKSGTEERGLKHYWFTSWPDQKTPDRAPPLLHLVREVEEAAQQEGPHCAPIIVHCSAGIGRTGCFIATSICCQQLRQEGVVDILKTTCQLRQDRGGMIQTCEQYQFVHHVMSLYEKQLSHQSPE
#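 Also added – OMFP at 25 µM · Test system – STEP tyrosine phosphatase · Technique – FITC-channel fluorescence of OMFP product · Schedule – 20 min at room temperature, dark · Evaluation – control-normalized % inhibition with plate pattern correction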
# MsrA inhibitor: bovine MsrA enzyme inhibitors, primary screen, biochemical, absorbance, HTS | purified bovine MsrA, absorbance read-out | inhibition, % at 15.5 µM | hit rate 0.75% among 360,000 | AID 651718, 2012; in the data active = inhibition above about 4.5%;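 note: 0% = vehicle wells with enzyme and 100% = reference inhibitor wells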
# SUMO1 PPI mod: modulators of SUMO1 protein-protein interactions, primary screen, biochemical, uHTS | Small ubiquitin-related modifier 1 (Homo sapiens), P63165 | SUMO1 binding to a labelled peptide, TR-FRET, 1 h | inhibition, % at 20 µM | hit rate 0.33% among 360,000; in the data active = inhibition above about 37%
# Target sequence (P63165 whole entry, looked up): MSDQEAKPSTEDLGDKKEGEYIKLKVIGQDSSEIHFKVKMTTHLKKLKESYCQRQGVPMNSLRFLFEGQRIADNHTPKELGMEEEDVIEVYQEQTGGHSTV
# TbMetRS inhib: T. brucei MetRS inhibitors, primary screen, biochemical, luminescence; methionyl-tRNA synthetase (Trypanosoma brucei brucei); purified T. brucei MetRS, ATP depletion, Kinase-Glo luminescence; inhibition, % at 11.9 µM; hit rate 0.4% among 360,000;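 active = inhibition above a per-plate cutoff of the control wells' mean inhibition plus 3 SD, cut at about 5.5% in these data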;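 note: 0% = DMSO wells median and 100% = median of wells with control inhibitor compound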
#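 Assay system: T. brucei methionyl-tRNA synthetase, purified | Medium: HEPES buffer with MgCl2, KCl, DTT, spermine, BSA, pyrophosphatase | Compound: 11.9 µM single point | Incubation: 15 min enzyme-compound preincubation, 2 h reaction, 10 min detection, 25 °C | Measured by: Kinase-Glo luciferase luminescence reporting remaining unconsumed ATP | Measure: % inhibition normalized to control-well medians | Replication: Singlicate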
# CendR NRP1 mod: modulators of CendR peptide binding to NRP-1, primary screen, biochemical, fluorescence polarization, uHTS; Neuropilin-1 (Homo sapiens), O14786; FAM-RPARPAR peptide binding to NRP-1; inhibition, % at 25 µM; hit rate 0.85% among 360,000; AID 602438, 2012;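 active = inhibition or corrected inhibition above about 18%, plus a signal ratio from 0.5 to 1.5, limit read from the data, passing the limit was not always enough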; note: strong numbers were not always called active
# * hit, by the source's call; x = no result given.
SMILES,LMPTP block,DNMT1 block,MsrA act,E coli Lon inh,Scp-1 inhibitor,STEP block,MsrA inhibitor,SUMO1 PPI mod,TbMetRS inhib,CendR NRP1 mod
COC(=O)/C=C1\SC(N2CCOCC2)=C(c2ccc(OC)cc2)C1=O,0.2,-0.1,-1.7,8.6,-3.4,4.4,1.1,-6.4,0.3,3.6
CCc1ccc(OC2(C)CCN(Cc3ccc4c(c3)OCCO4)C2)cc1 (centres undefined),-1.4,0.6,2.7,-13.9,x,-1.2,-0.3,2.6,-0.1,-9.7
COCCn1c(C)cc(C(=O)COC(=O)c2n[nH]c3ccccc23)c1C,-0.1,-5.9,0.3,10.7,-4.3,5.8,-1.2,1.5,-0.2,-14.8
O=C(COc1ccc(F)cc1Cl)Nc1cccc(S(=O)(=O)N2CCCC2)c1,1.9,-7.0,0.2,-2.8,-6.5,-1.3,1.0,2.3,0.6,-18.1
COC(=O)c1cc(NC(=O)c2ccccc2)c(=O)oc1/C=C/Nc1ccc(Oc2ccccc2)cc1,3.9,5.0,-4.4,-205.1,-11.0,-139.3,-0.3,-41.4,-0.5,131.6
C=CCNC(=S)N/N=C(\C)c1cccc(NC(C)=O)c1,1.2,1.4,-2.5,1.8,-7.0,0.7,1.0,-3.7,-0.4,17.9
CN1C[C@@H]2[C@@H]3C(=O)N(Cc4ccccc4)C(=O)[C@@H]3[C@](Cc3ccccc3)(C1=O)N2C(=O)c1ccc(Br)cc1,-0.1,-4.4,0.0,5.2,-0.2,0.5,-1.3,5.7,-0.2,-6.2
CC(=O)OC(C(=O)NC1CCCCC1)c1cccc(C)c1 (centres undefined),-1.4,2.8,-0.2,-8.2,-4.3,3.7,1.6,3.0,0.0,10.1
O=C(O)c1ccn(Cn2cnc3ccccc32)n1,0.8,2.1,-11.9,-6.8,18.1,-4.2,-0.5,1.2,-1.5,-4.4
Cc1ccc2nc(SCC(=O)Nc3cc(C(C)(C)C)nn3-c3ccccc3)[nH]c2c1,2.9,-2.1,-1.4,-2.5,-4.0,0.2,-0.8,0.8,-0.5,0.8
CC(=Nc1cccc(C)c1)c1sc2ccccc2c1O,0.0,-4.3,-1.0,-17.4,-5.9,5.1,0.1,-12.8,-0.5,-27.1
COc1ccccc1NC(=S)NCC1CCC(CNC(=S)Nc2ccccc2OC)CC1 (centres undefined),0.9,1.9,-1.0,-4.9,-4.3,1.9,-0.3,1.5,-0.6,3.2
O=C1CC(c2ccco2)CC2=C1C=Nc1ccccc1N2 (centres undefined),0.1,0.7,-0.8,3.5,-1.1,0.4,0.6,1.5,0.5,-4.9
Cc1cc(/C=C(\C#N)C(=O)NCc2cccs2)c(C)n1-c1ccc([N+](=O)[O-])cc1,3.7,-6.0,-11.6,0.2,2.4,3.7,1.1,-13.5,-1.5,11.0
COc1ccc(C2=NO[C@@H]3C(=O)N(c4cccc(C)c4C)C(=O)[C@H]23)cc1OC,0.2,-0.4,0.4,-11.2,-13.1,-2.2,-1.1,-3.8,-0.9,6.1
Cc1cc(N=Cc2c(O)n(-c3cccc(Cl)c3)c(=O)c3ccccc23)no1,2.4,-2.5,-3.5,-6.8,-9.4,0.8,-0.5,-8.1,-0.1,-16.8
CC(=O)c1cccc(NC(=S)NC(=O)CC(C)(C)C)c1,-0.3,-0.3,-3.5,4.8,-7.8,3.6,2.0,-0.7,-0.8,2.7
CC(C)Oc1ccc(C(=O)OC(C)C(=O)NC2CCCCC2C)cc1 (centres undefined),-1.0,4.2,-7.7,-15.4,-1.8,1.0,0.1,8.7,-0.5,-5.9
CC1CCCCC1NC(=O)COC(=O)c1c2c(nc3ccccc13)/C(=C/c1ccco1)CC2 (centres undefined),38.5,94.6*,-1.5,-20.7,67.9*,5.2,0.2,27.6,-0.8,-41.7
COc1ccc(NC(=O)CSc2ccccc2)c([N+](=O)[O-])c1,-0.3,-1.3,-4.0,3.6,-7.9,-1.2,-0.8,-39.0,-0.9,0.5
COc1cc(/C=C2/SC(=S)N(Cc3ccccc3)C2=O)ccc1OCC(=O)O,2.9,0.6,-7.8,-32.5,-9.6,7.2,-0.4,-10.6,-1.1,-55.3
Cc1cccc(C(=O)NCCc2nnc(SCC(=O)Nc3nc(C)cs3)n2C)c1,-0.4,1.6,-1.1,-11.6,-0.1,-1.3,0.8,1.9,-0.3,3.9
CCC1(C)Cc2c(sc3nc(SC)nc(N)c23)CO1 (centres undefined),-0.4,0.3,1.2,10.8,-2.2,1.2,1.9,-2.4,0.0,7.1
COc1ccccc1NC(=O)CN1CCN(C(=O)C2CCCO2)CC1 (centres undefined),0.8,-0.7,1.1,-9.2,-3.1,3.2,-0.6,4.9,-0.2,12.3
CC(=O)c1ccc(S(=O)(=O)NCCc2csc(-c3cccnc3)n2)cc1,0.8,-5.1,-2.8,-3.6,-3.6,-2.7,-0.4,-2.8,-0.4,-14.2

# Following part:
SMILES,LMPTP block,DNMT1 block,MsrA act,E coli Lon inh,Scp-1 inhibitor,STEP block,MsrA inhibitor,SUMO1 PPI mod,TbMetRS inhib,CendR NRP1 mod
O=C(CCS(=O)(=O)c1ccc(Cl)cc1)OCC(=O)N1CCCCC1,-1.6,3.3,-13.3,-1.3,9.8,-5.1,-0.4,-1.7,-1.8,19.2
O=C(NCC(c1cccs1)N1CCOCC1)c1ccc(Cl)nc1 (centres undefined),-1.3,2.0,-5.7,8.9,-5.7,-1.0,-1.8,2.1,-0.3,12.0
COc1ccc(-n2nc(C(=O)NCC(=O)N3CCCC3)c3ccccc3c2=O)cc1Cl,0.3,2.2,-2.8,0.8,-3.0,2.9,0.5,-23.3,-0.3,-3.1
O=C(/C=C/c1cc2ccccc2o1)c1ccccc1O,4.2,1.7,0.5,15.6,-5.2,-1.9,0.1,-5.2,0.0,7.0
CC1CN(C(=O)COC(=O)c2c(Cl)cccc2Cl)CC(C)O1 (centres undefined),0.7,1.7,-8.9,2.1,10.3,-2.7,-0.1,0.1,-0.8,-2.4
CC(C)CCNC(=O)Cn1c2c(c(-c3ccccc3Cl)cc1=O)CCC2,-1.5,-1.8,-3.5,-13.2,-3.9,-0.7,0.4,0.5,-0.4,12.3
OCc1ccccc1NC(=S)Nc1cccnc1,-1.0,1.3,-0.6,-8.7,-1.1,-0.8,0.8,4.1,1.5,3.9
COC(=O)[C@@H](CC(C)C)NS(=O)(=O)N(Cc1ccccc1)[C@@H](CC(C)C)C(=O)OC,1.7,-2.4,2.2,7.0,-3.0,0.9,0.2,1.4,-0.3,-13.9
COc1ccc(C(=O)NCC2OCCc3ccccc32)cc1 (centres undefined),-0.7,2.7,-1.1,-9.0,-7.6,1.1,0.7,-1.8,0.1,-2.3
Cc1ccc(C)c(NC(=O)c2nc(Cl)ccc2Cl)c1,1.4,-5.2,-2.2,-4.0,-6.1,-2.1,0.3,2.6,-0.3,-8.0
O=c1oc2ccccc2n1Cc1ccccc1,-0.4,0.1,-2.8,9.3,-2.9,1.2,1.2,3.6,-0.3,7.1
O=C(NCc1cccc(Cl)c1)c1ccc2c(c1)SC1=NS(=O)(=O)CCN12,0.4,-2.2,-3.9,-4.2,2.9,3.1,0.2,1.3,6.1*,-7.5
CC(C)(C)n1ncc2c(=O)n(CC(=O)Nc3ccc(Cl)cc3)cnc21,0.5,-1.6,0.8,2.4,-0.4,4.0,-0.7,-1.5,-0.2,-12.4
O=C(O)c1ccc2c(c1)N(Cc1ccccc1)C(=O)c1ccccc1S2,-1.1,2.6,-2.9,4.4,-22.1,-3.2,-0.4,-0.7,0.0,-6.7
CC(C)Cn1c(N)c(C(=O)NCCN2CCOCC2)c2nc3ccccc3nc21,1.5,-15.5,-3.5,-13.4,-9.5,3.6,1.0,-15.0,-0.4,-5.1
Cc1cc(C(=O)COc2ccccc2Cl)c(C)n1C1CC1,2.4,-5.6,-1.7,3.3,-7.3,-2.2,-0.5,3.1,0.4,0.6
CCSc1nnc(NC(=O)Nc2cccc(C)c2)s1,-0.3,-1.7,-2.5,-3.1,-0.7,-0.9,-1.4,-2.5,-1.1,-18.3
COc1ccc(CC(=O)NCCS(=O)(=O)N2CCN(c3ccccc3)CC2)cc1OC,-1.7,-1.6,-1.8,-0.4,-4.7,-2.0,-0.6,0.6,-0.4,-4.6
Cc1cc(C(F)(F)F)nc(NCc2cccnc2)n1,-2.1,4.9,-12.9,0.2,2.8,-4.1,-1.0,-2.7,-1.6,-20.8
CCN(CC)c1nc2c(c(=O)[nH]c(=O)n2C)n1Cc1ccccc1Cl,0.0,23.6,-2.1,-3.3,3.6,0.7,-0.8,5.0,-0.1,6.6
CCC(C(=O)OCC(=O)c1ccc(OC)cc1OC)c1ccccc1 (centres undefined),5.3,19.4,-2.5,-13.3,9.3,1.6,0.0,3.7,-0.2,-13.3
CCC(=O)Nc1sc2c(c1C(=O)OC)CCN(Cc1ccccc1)C2,-0.9,-3.0,-0.8,-0.7,-6.5,1.6,1.0,4.5,-0.2,4.0
CCCNC(=O)NC(=O)CSc1cccc(C(F)(F)F)c1,-0.7,3.3,-5.4,1.2,-11.8,0.7,-0.5,0.5,0.0,3.5
Cc1ccc(S(=O)(=O)c2c(C)nn(C(C)(C)C)c2OC(=O)c2ccc(Br)o2)cc1,3.2,1.7,-3.4,7.6,-10.8,-0.5,-0.9,6.8,-1.1,-9.5
C=C1C[C@H]2[C@@H]3CCc4cc(OC)ccc4[C@H]3CC[C@]12C,2.5,8.3,-3.0,-5.6,-2.3,1.7,-1.0,1.0,-0.4,16.8

# By substructure: the compounds so far containing fluorine (3)
SMILES,LMPTP block,DNMT1 block,MsrA act,E coli Lon inh,Scp-1 inhibitor,STEP block,MsrA inhibitor,SUMO1 PPI mod,TbMetRS inhib,CendR NRP1 mod
O=C(COc1ccc(F)cc1Cl)Nc1cccc(S(=O)(=O)N2CCCC2)c1,1.9,-7.0,0.2,-2.8,-6.5,-1.3,1.0,2.3,0.6,-18.1
Cc1cc(C(F)(F)F)nc(NCc2cccnc2)n1,-2.1,4.9,-12.9,0.2,2.8,-4.1,-1.0,-2.7,-1.6,-20.8
CCCNC(=O)NC(=O)CSc1cccc(C(F)(F)F)c1,-0.7,3.3,-5.4,1.2,-11.8,0.7,-0.5,0.5,0.0,3.5
